Assay outcomes as filed in PubChem BioAssay.
ABHD5-PLIN5 inh = ABHD5-PLIN5 interaction inhibitors, primary screen, cell lysate, split luciferase complementation, luminescence | AID 602281, 2012 | Perilipin-5 (Homo sapiens) + 1-acylglycerol-3-phosphate O-acyltransferase ABHD5 (Homo … | inhibition, % at 4 µM | 360,000 compounds, 0.78% hits | Split G. princeps luciferase complementation, 4 h;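 active means inhibition above the mean inhibition across every tested compound plus 3 SD, cut at about 22% in these data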;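 further: 0% = DMSO only wells and the 100% control is not disclosed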
SRC2 inh = inhibition of GAL4-SRC2 driven luciferase reporter, primary screen, SRC2 inhibitor project, cell-based, luminescence. 370,000 compounds, 0.17% hits. inhibition, % at 9 µM. AID 651957, 2012. HEK293 GAL4-SRC2 luciferase reporter. Nuclear receptor coactivator 2 (Homo sapiens), Q15596;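 active means inhibition above the mean inhibition of all tested compounds plus 3 SD, set per campaign, cut at about 52% in these data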;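 further: 0% = DMSO treated cells and 100% = cells given Gossypol at 36 µM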
TLR9-MyD88 inh = inhibitors of TLR9-MyD88 association in cells, primary screen, cell-based, CHO, BLA complementation, fluorescence | CCF4 FRET ratio | inhibition, % at 4.98 µM | 340,000 compounds, 0.21% hits | AID 504734, 2011;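 active means inhibition above the mean over all tested compounds plus 3 SD, cut at about 21% in these data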;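 further: 0% = DMSO only wells and 100% = clavulanate BLA inhibitor control wells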
COUP-TFII inh = NR2F2 transcriptional activity inhibitors, primary screen, cell-based, luciferase reporter, HEK293T, luminescence; HEK293T NGFI-A luciferase reporter; inhibition, % at 8.6 µM; 370,000 compounds, 0.7% hits;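 active means inhibition above a per-plate cutoff, mean inhibition of test wells between control levels plus 3 SD, cut at about 38% in these data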;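 further: cells cotransfected with COUP-TFII expression vector driving the NGFI-A reporter; 0% = median of COUP-TF2 test wells and 100% = reporter-only cells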
Target sequence (P24468 whole entry, looked up): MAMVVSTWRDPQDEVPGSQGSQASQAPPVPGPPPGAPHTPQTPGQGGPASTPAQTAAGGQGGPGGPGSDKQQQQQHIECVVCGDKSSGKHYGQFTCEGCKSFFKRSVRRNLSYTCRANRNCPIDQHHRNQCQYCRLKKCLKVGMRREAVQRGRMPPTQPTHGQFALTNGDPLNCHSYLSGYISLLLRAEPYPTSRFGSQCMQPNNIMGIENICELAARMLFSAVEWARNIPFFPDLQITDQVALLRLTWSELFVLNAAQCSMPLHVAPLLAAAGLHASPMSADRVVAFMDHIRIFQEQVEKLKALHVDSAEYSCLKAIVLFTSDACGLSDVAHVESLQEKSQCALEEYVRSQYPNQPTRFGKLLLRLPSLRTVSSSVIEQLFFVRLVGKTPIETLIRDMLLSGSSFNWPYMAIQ
NR5A2 inv ag = LRH-1 (NR5A2) inverse agonists, primary screen, cell-based, luminescence, HEK293T, StAR-luciferase reporter | LRH-1 transfected, 24 h | 360,000 compounds, 0.13% hits | inhibition, % at 3.6 µM | AID 602396, 2012 | Nuclear receptor subfamily 5 group A member 2 (Homo sapiens), O00482;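 active means inhibition above the mean inhibition of all tested compounds plus 3 SD, cut at about 73% in these data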;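 further: 0% = DMSO wells and 100% = reporter-only cells lacking LRH-1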
Target sequence (O00482 whole entry, looked up): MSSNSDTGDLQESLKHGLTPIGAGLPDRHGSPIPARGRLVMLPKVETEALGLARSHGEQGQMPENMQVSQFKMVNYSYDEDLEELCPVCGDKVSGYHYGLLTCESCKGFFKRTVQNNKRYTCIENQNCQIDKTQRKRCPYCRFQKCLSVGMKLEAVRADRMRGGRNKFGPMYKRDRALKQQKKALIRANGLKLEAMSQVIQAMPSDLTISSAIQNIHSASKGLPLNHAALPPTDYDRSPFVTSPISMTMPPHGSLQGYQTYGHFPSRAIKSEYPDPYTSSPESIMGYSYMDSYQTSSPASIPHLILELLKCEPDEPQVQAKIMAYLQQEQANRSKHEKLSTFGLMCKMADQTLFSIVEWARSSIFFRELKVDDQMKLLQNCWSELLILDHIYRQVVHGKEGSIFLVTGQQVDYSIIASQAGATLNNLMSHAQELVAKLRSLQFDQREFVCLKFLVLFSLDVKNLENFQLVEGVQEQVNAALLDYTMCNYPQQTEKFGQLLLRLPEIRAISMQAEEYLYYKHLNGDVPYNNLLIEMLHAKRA
Granule exo inh = LAMP-1 surface exposure blockers, TALL-104 cells – cell-based, flow cytometry, MLPCN library, primary screen | inhibition, % at 10 µM | AID 651702, 2012 | TALL-104 LAMP-1 surface exposure; cells stimulated with thapsigargin and PMA | 360,000 compounds, 0.66% hits;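 active means inhibition above about 55%, limit read from the data; inconclusive means no clear call, values can overlap the other calls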
NCOA3 inh = SRC3 coactivator transcriptional activity inhibitors, primary screen, cell-based, luminescence; inhibition, % at 3.6 µM; 360,000 compounds, 0.17% hits; HEK293 GAL4-SRC3 luciferase reporter; Nuclear receptor coactivator 3 (Homo sapiens), Q9Y6Q9;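 active means inhibition above a per-campaign cutoff, the mean of all compounds plus 3 SD, cut at about 60% in these data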;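 further: 0% = DMSO-treated cells and 100% = gossypol-treated cells at 36 µM; higher means less SRC3-driven luciferase light from the GAL4 reporter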
NOD2-RIPK2 inh = NOD2-RIPK2 binding disruptors in cells, primary screen, fluorescence, CHO cells, BLA complementation; Receptor-interacting serine/threonine-protein kinase 2 (Homo sapiens), O43353; CCF4 ratio; inhibition, % at 4.98 µM; 360,000 compounds, 0.38% hits; AID 624267, 2012; in the data active means inhibition above about 21%;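 further: 0% = vehicle only and 100% = reference blocker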
SRC1 inh = SRC1 coactivator transcriptional activity inhibitors, primary screen, cell-based, luminescence; 360,000 compounds, 0.12% hits; inhibition, % at 3.6 µM; HEK293 GAL4-SRC1 luciferase reporter; AID 588354, 2011; Nuclear receptor coactivator 1 (Homo sapiens), Q15788;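 active means inhibition above the campaign mean plus 3 SD, with each screening campaign given its own cutoff, cut at about 60% in these data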;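 further: 0% = DMSO treated cells and 100% = gossypol at 36 µM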
TROY signal inh = inhibitors of TROY-driven NF-kB signaling, primary screen, Q293 LMP1-TROYcd cells, NF-kB luciferase, uHTS | inhibition, % at 10 µM | 360,000 compounds, 0.98% hits | AID 1347056, 2019 | Q293 LMP1-TROYcd NF-kB luciferase reporter, 4 h;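 active means compounds whose plate-normalised and pattern-corrected inhibition of the luciferase reporter signal at the single screening dose is 50% or more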
TWEAK-Fn14 inh = inhibitors of TWEAK-Fn14 signaling, primary screen, luciferase reporter cells, uHTS | AID 1159606, 2016 | TWEAK-stimulated Fn14 reporter cells, luciferase luminescence, 8 h | 360,000 compounds, 2% hits | inhibition, % at 10 µM; in the data active means inhibition above about 50%
Numbers without * were called inactive; ? = inconclusive; / = no result given. Not all compounds are listed, so the mix of outcomes need not match the whole.

SMILES	ABHD5-PLIN5 inh	SRC2 inh	TLR9-MyD88 inh	COUP-TFII inh	NR5A2 inv ag	Granule exo inh	NCOA3 inh	NOD2-RIPK2 inh	SRC1 inh	TROY signal inh	TWEAK-Fn14 inh
Cc1nc2sc(C(c3ccccc3)N3CCN(C)CC3)c(O)n2n1 (stereo not given)	2	9	-1	-8	14	7	-23	-4	16	-3	-12
Cn1c(-c2ccc(-c3ccccc3)cc2)c[nH]c1=S	-18	-19	-6	-21	-10	22	-32	4	-42	-47	-50
CC1CCCCN1C(=O)CN1C(=O)NC2(CCCCC2C)C1=O (stereo not given)	-4	9	8	2	-4	-6	-18	2	2	-1	3
CC(=O)N=Nc1[nH]c(N)c2ccccc12	-2	-19	5	-1	-18	1	-1	-9	8	-26	-21
Cn1c(N)c(C(=O)c2ccc(Cl)cc2)c(=O)n(C)c1=O	-4	-9	3	3	-3	-2	0	-17	-21	-2	-8
COC(=O)c1c(NC(=O)C2CC=CCC2C(=O)O)sc(C(N)=O)c1C (stereo not given)	-4	-19	-5	-1	9	2	7	0	5	-6	-5
O=C(NCc1cccnc1)c1ccc(-c2cc3ccccc3oc2=O)cc1	0	-44	10	18	-60	-2	-61	-7	-92	-21	0
CC(=O)N1CCOc2ccc(S(=O)(=O)N3CCCC(C)C3)cc21 (stereo not given)	3	6	1	-18	-14	?	-38	4	-13	0	15
COc1ccc(N2C(=O)CC(C)(C)CC2=O)cc1OC	-1	7	8	12	11	6	3	-8	4	13	4
CCOC(=O)C1=NN(c2ccc(OC)cc2)C2C(=O)N(c3ccccc3OC)C(=O)C12 (stereo not given)	-1	4	-9	-14	-4	-4	21	-6	4	4	-6
Cc1ccsc1CN(C)c1ncnc2ccc(-c3ccoc3)cc12	10	-7	/	26	23	23	12	-13	18	30	68*
O=C(Cc1ccccc1)Nc1ccc(S(=O)(=O)N2CCCC2)cc1	-6	16	4	8	-11	11	9	-8	-26	-7	12
CCOc1ccc(C(C)C)cc1S(=O)(=O)n1ccnc1C	4	1	7	-1	6	4	7	-9	-28	4	1
O=[N+]([O-])c1cnccc1-n1nnc2ccccc21	-2	31	/	7	29	-3	/	0	/	5	34
COc1ccc(CCNC(=O)C(=O)Nc2ccc3nc4n(c(=O)c3c2)CCCCC4)cc1OC	-4	-2	-10	7	-5	0	-12	-2	-14	-10	-12
CN(C)S(=O)(=O)c1cccc(COC(=O)C2=COCCO2)c1	-6	11	9	-3	-6	2	3	-4	4	-5	-49
O=C(NC1CC2CCCC(C1)N2S(=O)(=O)c1ccccc1)c1ccccc1 (stereo not given)	5	-19	0	14	-11	1	5	-1	1	13	5
C=CCn1c(SCC(=O)Nc2ccc(C(=O)OCC)cc2)nnc1-c1sc(N)nc1C	-1	4	1	19	15	0	-11	5	2	1	-13
Cc1ccc(S(=O)(=O)n2cc(CO)c3ccccc32)cc1	-2	-20	1	2	10	13	-6	1	-46	10	13
COc1ccc(CC(=O)NNC(=O)c2ccccc2)cc1OC	-3	15	-8	2	2	0	10	-17	6	1	13
O=C(NCCc1ccc(Cl)cc1Cl)c1ccc2nc[nH]c2c1	5	1	-1	10	-12	0	13	9	5	3	-19
CCN1C(=O)[C@H]2[C@@H](c3ccc(OC)cc3)N[C@]3(CCCN(Cc4ccc(C)cc4)C3=O)[C@H]2C1=O	5	6	6	-10	25	-2	2	3	6	-15	12
Cc1cc(NS(=O)(=O)c2ccc(NC(=O)CCSc3ccc(F)cc3)cc2)nc(C)n1	0	17	3	2	-13	2	2	-2	-9	6	-15
c1nc(NCCN2CCOCC2)c2sc3nc(N4CCOCC4)c4c(c3c2n1)CCC4	3	-16	-1	-3	7	-6	-5	-2	-26	-18	-4
Cc1noc(C)c1S(=O)(=O)N(C)C[C@H]1Oc2c(NC(=O)NC3CCCCC3)cccc2C(=O)N([C@H](C)CO)C[C@@H]1C	0	1	-7	2	21	-5	3	-11	-6	11	3
Cc1cc(C)n(-c2ccc(C(=O)NCC(c3ccco3)N3CCCC3)cc2)n1 (stereo not given)	-14	13	9	-13	-14	-2	10	-5	-12	8	23
Cc1ccc(C(=O)Nc2ccc(N3CCOCC3)c3nonc23)cc1[N+](=O)[O-]	-8	-34	3	8	8	0	-14	-5	6	7	-12
O=C(CCCCCN1C(=O)c2cccc3cccc(c23)C1=O)NCCCO	0	-5	-12	5	0	-4	-5	-3	1	-9	-11
Cc1nc(SCC(=O)N2CCCc3ccccc32)c2oc3ccccc3c2n1	2	20	-11	-21	8	5	15	-4	0	33	-69
COc1ccc2c(c1OC)C(=O)N(c1ncn[nH]1)C2	3	-3	-4	5	2	0	8	1	3	-13	-8
NC(=S)Nc1cccc2[nH]ccc12	-1	-8	4	4	8	-1	18	6	14	-3	0
COc1cccc(CNC(=O)CCS(=O)(=O)c2ccc3c(c2)CC(C)N3C(=O)C2CC2)c1 (stereo not given)	-5	-3	-4	4	-8	13	-7	1	-5	-2	-2
O=C(NC(Cc1ccccc1)c1nc2ccccc2[nH]1)c1cccc([N+](=O)[O-])c1 (stereo not given)	-5	17	1	22	-9	-1	1	-6	-4	-7	-22
N#Cc1c(-c2cccs2)cc(-c2ccccn2)nc1N	15	16	-4	5	27	-3	-6	-5	-2	-27	10
COC(=O)c1sccc1NC(=S)N1CCN(c2cccc(C)c2C)CC1	-2	-2	-5	5	1	0	-14	3	-2	8	-12
CC(=O)OC1COC(n2ccc3cc([N+](=O)[O-])ccc32)C(OC(C)=O)C1OC(C)=O (stereo not given)	0	20	-5	-8	4	-2	16	1	-14	12	-4
CC(C)(C)c1ccc(-c2cnco2)cc1	-4	-31	-1	-5	-11	-3	10	-4	-33	17	7
Cc1[nH]n(-c2ccccc2)c(=O)c1N=Nc1cccc(S(=O)(=O)N2CCOCC2)c1	11	-16	1	18	27	5	5	-9	6	22	14
Cc1ccc(C)c(N=C2NC(=O)CS2)c1	3	-1	-2	11	-5	0	-4	-13	-16	-11	-10
Cc1ccc(C)c(OC(=O)CN2C(=O)c3ccccc3C2=O)c1	-9	-8	-8	-10	-2	-9	-10	2	-7	-2	-10
Cc1ccc(C(=O)c2ccc(N3CCN(C)CC3)c([N+](=O)[O-])c2)cc1	2	12	-16	10	16	4	5	-18	11	11	0
CC(C)CCn1c(SC(C)C(=O)NC2CC2)nc2ccccc2c1=O (stereo not given)	-8	-3	4	5	-3	2	-10	1	5	-14	3
Cc1ccc2cc(CN(c3ccccc3C)S(=O)(=O)c3ccccc3)c(=O)[nH]c2c1	2	-7	-5	6	-10	-1	18	2	0	-8	4
CCCCC(CC)C(=O)Nc1ccc(Cl)cn1 (stereo not given)	-5	-4	-11	7	6	-2	3	0	-18	-4	-9
CCOCCCNC(=O)Cc1ccc(Br)cc1	-5	17	-1	-4	-6	9	11	-3	-18	5	-5
Cc1ccc(S(=O)(=O)N(C)CC(=O)OCC(=O)Nc2ccccc2)cc1	1	13	-2	10	-10	-5	16	1	-5	-10	1
Cc1[nH]c2ccccc2c1C(=O)C(=O)NC1CC(=O)N(c2ccc(F)cc2)C1 (stereo not given)	-5	-5	-2	-30	13	-3	-34	-2	6	10	-13
O=C1NC[C@@H](CCCCN2C[C@H](Cc3ccccc3)N(CCc3ccccc3)C(=O)C2=O)N(CCc2ccccc2)C1=O	4	-23	/	-5	-24	-1	/	-1	/	-2	23

Complete entries from above.
Record of Cc1ccc(S(=O)(=O)N(C)CC(=O)OCC(=O)Nc2ccccc2)cc1 → ABHD5-PLIN5 inh = 1; SRC2 inh = 13; TLR9-MyD88 inh = -2; COUP-TFII inh = 10; NR5A2 inv ag = -10; Granule exo inh = -5; NCOA3 inh = 16; NOD2-RIPK2 inh = 1; SRC1 inh = -5; TROY signal inh = -10; TWEAK-Fn14 inh = 1
Record of Cc1ccc(C)c(OC(=O)CN2C(=O)c3ccccc3C2=O)c1 → ABHD5-PLIN5 inh = -9; SRC2 inh = -8; TLR9-MyD88 inh = -8; COUP-TFII inh = -10; NR5A2 inv ag = -2; Granule exo inh = -9; NCOA3 inh = -10; NOD2-RIPK2 inh = 2; SRC1 inh = -7; TROY signal inh = -2; TWEAK-Fn14 inh = -10

(cont.)
SMILES	ABHD5-PLIN5 inh	SRC2 inh	TLR9-MyD88 inh	COUP-TFII inh	NR5A2 inv ag	Granule exo inh	NCOA3 inh	NOD2-RIPK2 inh	SRC1 inh	TROY signal inh	TWEAK-Fn14 inh
CCN(CC)C(=O)c1c[nH]c2ccc(S(=O)(=O)Nc3cc(C)cc(C)c3)cc2c1=O	6	24	-3	0	-8	3	20	-8	5	14	3
N#CCC(=O)Nc1sc2c(c1C(N)=O)CCCC2	-13	7	9	29	6	-4	-14	-1	8	1	22
CNC(=O)CC(=O)Nc1ccccc1C(=O)O	-3	-25	4	11	15	10	14	1	8	-1	-10
CC(C)(C)C1CCC(C(=O)Nc2ccccc2N2CCOCC2)CC1 (stereo not given)	-1	-37	-11	-8	11	-3	16	-24	2	-4	-28
N#CC(C(=O)Nc1ccc(Cl)cc1)=C1Nc2ccccc2N1	-1	-25	12	14	2	-5	-1	-4	9	-35	-45
